eIF4E 4G PPI – blocks eIF4E binding to eIF4G | P63073+Q04637 | TR-FRET eIF4E-eIF4GI(517-606) binding, 2 h | inhibition, % at 21.7 µM | actives 0.37% (n = 220,000) | AID 782;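 active means inhibition above about 30%, limit read from the data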;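 further: 0% = full FRET control wells and 100% = background wells lacking eIF4GI fragment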
Target sequence (P63073 whole entry, looked up, the tested form may be a part): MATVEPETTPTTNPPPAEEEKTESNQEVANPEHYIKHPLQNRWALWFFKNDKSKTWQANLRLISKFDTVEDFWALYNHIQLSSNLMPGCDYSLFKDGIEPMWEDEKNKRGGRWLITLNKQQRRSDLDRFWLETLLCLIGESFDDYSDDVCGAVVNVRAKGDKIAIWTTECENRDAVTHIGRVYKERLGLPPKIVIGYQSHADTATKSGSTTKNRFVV
Target sequence (Q04637 whole entry, looked up, the tested form may be a part): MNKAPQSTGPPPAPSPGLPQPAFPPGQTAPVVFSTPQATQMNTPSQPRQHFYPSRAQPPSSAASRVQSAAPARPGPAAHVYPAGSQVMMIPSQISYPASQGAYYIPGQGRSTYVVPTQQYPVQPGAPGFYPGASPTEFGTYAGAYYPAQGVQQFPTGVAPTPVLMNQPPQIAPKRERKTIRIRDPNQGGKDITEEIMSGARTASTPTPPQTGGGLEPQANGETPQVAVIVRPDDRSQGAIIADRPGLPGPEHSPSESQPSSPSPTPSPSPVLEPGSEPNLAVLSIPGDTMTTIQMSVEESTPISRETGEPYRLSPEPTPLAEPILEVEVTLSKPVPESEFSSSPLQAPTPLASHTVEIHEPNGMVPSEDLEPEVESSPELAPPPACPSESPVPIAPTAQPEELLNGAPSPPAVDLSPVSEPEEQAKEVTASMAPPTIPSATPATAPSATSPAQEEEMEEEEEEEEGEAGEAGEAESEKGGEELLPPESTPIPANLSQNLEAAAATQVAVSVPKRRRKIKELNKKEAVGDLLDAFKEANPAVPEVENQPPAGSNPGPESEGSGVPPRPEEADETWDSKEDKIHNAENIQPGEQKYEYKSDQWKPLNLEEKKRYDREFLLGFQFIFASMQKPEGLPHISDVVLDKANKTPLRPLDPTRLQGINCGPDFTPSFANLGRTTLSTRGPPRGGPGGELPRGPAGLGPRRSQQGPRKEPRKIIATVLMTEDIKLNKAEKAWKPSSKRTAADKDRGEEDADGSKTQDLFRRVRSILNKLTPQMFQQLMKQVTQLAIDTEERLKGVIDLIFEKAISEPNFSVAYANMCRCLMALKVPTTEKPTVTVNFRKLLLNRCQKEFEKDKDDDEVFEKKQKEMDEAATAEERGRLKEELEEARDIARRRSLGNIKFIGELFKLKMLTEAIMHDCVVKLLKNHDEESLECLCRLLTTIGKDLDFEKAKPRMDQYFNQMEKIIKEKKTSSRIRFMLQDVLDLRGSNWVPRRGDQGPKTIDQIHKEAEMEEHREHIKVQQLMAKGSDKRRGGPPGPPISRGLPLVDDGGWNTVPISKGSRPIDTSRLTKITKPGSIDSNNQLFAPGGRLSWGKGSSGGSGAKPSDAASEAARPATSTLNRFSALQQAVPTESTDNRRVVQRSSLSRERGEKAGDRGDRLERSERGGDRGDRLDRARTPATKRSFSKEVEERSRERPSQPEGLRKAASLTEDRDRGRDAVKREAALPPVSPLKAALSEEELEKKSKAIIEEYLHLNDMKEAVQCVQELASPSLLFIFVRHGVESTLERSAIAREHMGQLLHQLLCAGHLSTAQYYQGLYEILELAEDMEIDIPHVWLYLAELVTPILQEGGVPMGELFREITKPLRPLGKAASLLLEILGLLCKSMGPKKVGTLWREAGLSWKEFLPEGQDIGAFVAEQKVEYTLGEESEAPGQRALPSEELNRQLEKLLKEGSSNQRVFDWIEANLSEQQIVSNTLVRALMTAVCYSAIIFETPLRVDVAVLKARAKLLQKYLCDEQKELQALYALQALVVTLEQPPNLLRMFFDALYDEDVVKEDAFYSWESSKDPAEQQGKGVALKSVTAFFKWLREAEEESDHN
S1P4 agonist – agonists of human S1P4 receptor; activation, % at 4.98 µM; actives 0.35% (n = 220,000); S1P4-expressing cell line, agonist reporter assay; in the data active means activation above about 11%;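 further: 0% = DMSO vehicle and 100% = reference agonist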
MDM2 E3 inh – inhibitors of human Mdm2 E3 ubiquitin ligase; actives 0.11% (n = 210,000); Q00987; cell-based MDM2 ubiquitination luciferase reporter, 2 h; 0 = plate control, 100 = twice control, blank-subtracted; signal enhancement, % at 5 µM; AID 1230;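 active means signal enhancement of 30% or more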;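 further: luminescence tracks abundance of the self-degrading MDM2-luciferase fusion protein; higher signal means inhibition of MDM2 E3 ligase activity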
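Assay system: stable mammalian line carrying autodegrading MDM2–luciferase fusion reporter; Input: 2000 cells in each well; Compound dosing: single-point 5 µM; Schedule: 2 h compound exposure at 37 °C; Signal: SteadyLite luciferase luminescence after 15 min room-temperature reagent incubation; Evaluation: % luminescence enhancement versus blank-corrected plate control mean; Benchmarks: plate controls and plate blanks.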
Wee1 degr inh – human Wee1 degradation inhibition, primary screen | P30291 | HeLa Luc-Wee1K328M stability, luciferase luminescence; 100% = proteasome inhibitor MG132 effect | reporter increase, % at 5 µM | actives 1.2% (n = 220,000) | AID 1321;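 active means activation above the mean of all tested compounds plus 3 SD, set per screening run, cut at about 8.8% in these data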;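 further: cells exposed to compound for 20 h before luminescence read; 0% = DMSO alone and 100% = MG132 at 30 µM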
NPY-Y2 PAM-ag – potentiators or agonists of human neuropeptide Y receptor Y2 | P49146 | cells expressing NPY-Y2, potentiator/agonist read-out | activation, % at 3.6 µM | actives 0.45% (n = 220,000) | AID 1359; in the data active means activation above about 27%;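 further: cells stimulated with NPY near EC25 plus isoproterenol at EC100; 0% = vehicle plus submaximal agonist and 100% = vehicle plus saturating agonist; some results beyond the cut were filed as inactive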
S1P4 antag – blocks the human S1P4 receptor; O95977; S1P4-expressing cells, antagonist mode, reporter read-out; inhibition, % at 4.98 µM; actives 0.26% (n = 220,000); in the data active means inhibition above about 29%;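 further: 0% = wells stimulated with agonist and 100% = vehicle wells without agonist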
PERK inhibitor – human PERK inhibition, primary cell-based screen; actives 0.17% (n = 220,000); Q9NZJ5; inhibition, % at 5.6 µM; CHO PERK-DD fusion, SEAP luminescence translation reporter; AID 1416;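 active means inhibition above the mean inhibition of all tested compounds plus 3 SD, set separately per screening campaign, cut at about 2.9% in these data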;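 further: PERK kinase domain activated by AP20187 dimerizer at 100 nM; 0% = DMSO with dimerizer and 100% = rapamycin at 8.4 µM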
Ba/F3 V617F tox – reduce viability of Ba/F3 cells dependent on JAK2V617F; Ba/F3 EpoR-JAK2V617F viability, ATP luminescence; inhibition, % at 5.6 µM; actives 1.1% (n = 220,000);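 active means inhibition above the campaign mean plus 3 SD over all tested compounds, cut at about 24% in these data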;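 further: cytokine-independent growth of Ba/F3 cells driven by EpoR plus mutant JAK2; 0% = DMSO-treated cells and 100% = JAK inhibitor I control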
BaF3 tox – parental Ba/F3 viability inhibition as JAK2V617F counter-screen; CellTiter-Glo ATP luminescence; inhibition, % at 5.6 µM; actives 1.1% (n = 220,000); AID 1486;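 active means inhibition above a per-campaign cutoff, the mean inhibition of all tested compounds plus 3 SD, cut at about 27% in these data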;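 further: 0% = DMSO wells and 100% = JAK Inhibitor I control wells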
Starred values were filed as active, the others as inactive; . = no result given; [ ] = remark or other dose.

Each structure is followed by: MDM2 E3 inh | Wee1 degr inh | S1P4 antag | PERK inhibitor | eIF4E 4G PPI | Ba/F3 V617F tox | BaF3 tox | NPY-Y2 PAM-ag | S1P4 agonist
CN1C(=O)C2(c3ccccc31)c1c(oc3ccccc3c1=O)C(=O)N2CCCO (centres undefined)
    -11 | 0 | -1 | 0.1 | -3 | -1 | -2 | 4 | 0.4
Cc1cccc(CSC2=CS(=O)(=O)c3ccccc3N2)c1
    -13 | -3 | -20 | -0.2 | -6 | 2 | 4 | -19 | -0.1
Cc1ccc(S(=O)(=O)/C(C#N)=C/c2c(N3CC(C)OC(C)C3)nc3c(C)cccn3c2=O)cc1 (centres undefined)
    -6 | 1 | -8 | -2.5 | -21 | 0 | 4 | 14 | 1.8
N#CC1C(=O)NC(N2CCN(c3ccccc3)CC2)=NC12CCCCC2 (centres undefined)
    -13 | 0 | 5 | -1.1 | 1 | -3 | -1 | 0 | -1.9
CCC(=O)c1ccccc1OCCCn1cncn1
    0 | -1 | 3 | 1.4 | 1[fluorescence artefact?] | -1 | 1 | 14 | 1.3
CC(=O)Nc1cccc(NC(=O)c2cc3ccccc3o2)c1
    -31 | 4 | -5 | -0.7 | 7 | 2 | 8 | -7 | -0.5
c1ccc(-n2cccc2CNC2CCCCC2)cc1
    -4 | 2 | -16 | -0.3 | -4 | 6 | 4 | -6 | 2.9
COC(=O)c1ccc(COC(=O)C(CCS(C)(=O)=O)N2C(=O)c3ccccc3C2=O)cc1 (centres undefined)
    -4 | -1 | -6 | 0.3 | 4 | -2 | 6 | -14 | -0.1
CNC(=S)Nc1ccc([N+](=O)[O-])cc1
    -11 | -3 | -19 | -0.6 | 2 | 4 | 2 | -4 | -0.4
CCOCCCNCc1cc(Cl)cc(Cl)c1OCC
    -27 | 0 | -2 | 0.3 | 3 | 5 | 17 | 3 | 0.0
Cc1cc2oc(C(=O)N(Cc3ccco3)C3CCS(=O)(=O)C3)cc(=O)c2cc1Cl (centres undefined)
    7 | -3 | -9 | -0.6 | 0 | 0 | 1 | 12 | 0.4
Cc1ccsc1/C=N/NC(=O)Cn1nc(C)c([N+](=O)[O-])c1C
    -18 | -1 | 9 | -0.8 | 3 | -2 | 2 | 0 | -0.3
CC1CCCN(CCCOc2ccc([N+](=O)[O-])cc2)C1 (centres undefined)
    10 | 6 | 2 | -0.9 | 7[fluorescence artefact?] | 3 | 8 | 11 | 2.0
C/C(=N/NC(=O)c1cc2ccccc2cc1O)C1C(=O)c2ccccc2C1=O
    -2 | -2 | -6 | 0.3 | 3[fluorescence artefact?] | -6 | 2 | 16 | -0.8
Cc1ccc(/C=N/n2cc(-c3ccccc3)[nH]c2=S)s1
    -13 | -3 | 3 | -0.1 | -4 | 0 | 2 | 10 | 0.2
CCCCNC(=O)c1onc(CSc2cc(C)ccc2C)c1C(=O)O
    4 | -1 | 6 | 2.3 | 3[fluorescence artefact?] | -2 | 1 | -20 | 0.7
CN(C)S(=O)(=O)c1c(Cl)cccc1Cl
    -10 | 0 | -7 | 1.5 | -9 | -5 | 2 | 3 | 0.1
CCOc1ccc(/C(O)=C2/C(=O)C(=O)N(c3ncccn3)C2c2ccc(Cl)cc2)cc1 (centres undefined)
    -11 | 2 | -8 | -0.6 | -2 | 5 | 1 | -15 | 1.1
O=C(Nc1cccc(C(=O)N2CCOCC2)c1)c1cccnc1
    -8 | 0 | -13 | 0.4 | 0 | 1 | 4 | -9 | 1.3
CC1(NC(=S)Nc2ccccc2)CCS(=O)(=O)C1 (centres undefined)
    -7 | 2 | 8 | 1.4 | 1 | -3 | 0 | -10 | 0.3
O=S(=O)(c1cccc2ccccc12)n1nnc2ccccc21
    -14 | 8 | 5 | -0.1 | -2 | -5 | 0 | 11 | 0.4
O=C(Nc1ccccc1Cl)Oc1ccc2ccccc2c1
    . | 5 | -8 | 1.5 | -4 | -2 | -2 | -4 | 1.5
CC(=O)c1cc(C#N)c(SCc2ccc([N+](=O)[O-])cc2)nc1C
    -16 | -2 | 19 | 0.9 | 0 | -3 | 0 | 2 | 1.1
Cn1ccnc1SCC(=O)Nc1ccc(F)c([N+](=O)[O-])c1
    -4 | 6 | -15 | -0.3 | 0 | 0 | 6 | 14 | -0.5
O=C(O)CCN1C(=O)C2C3CC(C2C1=O)C1C(c2ccccc2)c2sc(=O)n(-c4ccccc4)c2SC31 (centres undefined)
    -6 | -4 | -24 | -0.1 | -3 | -1 | 4 | -1 | 1.9
CN1CCN(c2cc(=O)n(C3CCCCC3)c(=O)[nH]2)CC1
    -14 | 3 | -27 | -0.7 | 1[fluorescence artefact?] | 3 | -1 | -2 | 0.4
CCN(CC(=O)Nc1ccccc1Br)Cc1nc2ccccc2c(=O)[nH]1
    -33 | -1 | -35 | -0.8 | 4[fluorescence artefact?] | 4 | 9 | -33 | -0.6
CC(C)(C)c1ccc(N2C(=O)CSC2c2cccnc2)cc1 (centres undefined)
    -16 | 0 | 12 | -0.7 | 10 | 3 | 3 | 10 | 99*
CCOc1nc(Nc2ccc(OC)c(Cl)c2)nc(OCC)n1
    -7 | -1 | 5 | -1.0 | 2 | -3 | 2 | 10 | -0.5
O=C(NNC(=O)c1n[nH]c(=O)c2ccccc12)c1ccc(Br)cc1
    . | 0 | 7 | 0.9 | -7 | -3 | -3 | -21 | -0.7

Laid out differently: 3 of the compounds above
smiles: CC(=O)Nc1cccc(NC(=O)c2cc3ccccc3o2)c1
- MDM2 E3 inh: -31
- Wee1 degr inh: 4
- S1P4 antag: -5
- PERK inhibitor: -0.7
- eIF4E 4G PPI: 7
- Ba/F3 V617F tox: 2
- BaF3 tox: 8
- NPY-Y2 PAM-ag: -7
- S1P4 agonist: -0.5

smiles: CC(=O)c1cc(C#N)c(SCc2ccc([N+](=O)[O-])cc2)nc1C
- MDM2 E3 inh: -16
- Wee1 degr inh: -2
- S1P4 antag: 19
- PERK inhibitor: 0.9
- eIF4E 4G PPI: 0
- Ba/F3 V617F tox: -3
- BaF3 tox: 0
- NPY-Y2 PAM-ag: 2
- S1P4 agonist: 1.1

smiles: CN(C)S(=O)(=O)c1c(Cl)cccc1Cl
- MDM2 E3 inh: -10
- Wee1 degr inh: 0
- S1P4 antag: -7
- PERK inhibitor: 1.5
- eIF4E 4G PPI: -9
- Ba/F3 V617F tox: -5
- BaF3 tox: 2
- NPY-Y2 PAM-ag: 3
- S1P4 agonist: 0.1

The results go on.
Each structure is followed by: MDM2 E3 inh | Wee1 degr inh | S1P4 antag | PERK inhibitor | eIF4E 4G PPI | Ba/F3 V617F tox | BaF3 tox | NPY-Y2 PAM-ag | S1P4 agonist
CCOc1ccc(S(=O)(=O)Nc2ccc3c(c2)OCO3)c2cccnc12
    -4 | -1 | -7 | -1.5 | 1 | 2 | 2 | 1 | 0.0
O=C(O)c1oc2ccccc2c1CSc1ccccn1
    0 | -1 | -4 | 0.7 | 7[fluorescence artefact?] | 3 | 4 | -19 | 1.2
O=C(OCc1cccc([N+](=O)[O-])c1)c1ccc2ccccc2n1
    1 | -1 | -1 | 0.5 | 1 | -3 | 2 | -7 | -0.8
Cn1c(N)c(C(=O)c2cc(-c3ccccn3)nc3ccccc23)c(=O)[nH]c1=O
    -25 | -1 | -1 | -0.2 | 5 | 4 | 2 | 19 | 0.3
Cn1c(SCc2ccc(C(=O)Nc3nccs3)cc2)nnc1-c1ccccc1
    4 | 1 | -15 | -0.6 | 2 | 1 | 5 | -3 | -2.5
Cc1ccc(OCc2n[nH]c(=S)n2-c2ccccc2)cc1C
    3 | 1 | -12 | 0.4 | 1 | -1 | 4 | -9 | 0.7
Nc1nc(N)nc(COc2ccccc2)n1
    13 | 9.4* | 1 | 0.2 | 2 | 5 | 9 | -8 | 0.5
CCNC(=S)N1CCC(n2cnc3ccccc32)CC1
    22 | 4 | -18 | -0.1 | 2 | -4 | -1 | 0 | 1.4
CC1CCN(C(=O)CSc2ccc(-c3cccc([N+](=O)[O-])c3)nn2)CC1
    -10 | -2 | -26 | 0.3 | -5 | 5 | 9 | 4 | -0.6
CCCCc1nnc(NC(=O)CC(=O)Nc2ccccc2C(=O)O)s1
    -7 | 0 | 1 | 0.1 | -2 | -3 | 2 | 10 | 1.1
Cc1c(NC(=O)CSc2ccc(Cl)cc2)cccc1-c1nc2cc(Cl)ccc2o1
    -8 | -1 | -16 | 0.7 | -1 | -1 | 3 | -3 | 7.2
Cc1cccc(NC(=O)CSc2nc(C)c(Cc3ccccc3)c(=O)[nH]2)c1
    -8 | -1 | -17 | -0.4 | -3 | -2 | 2 | 1 | 2.6
Cc1cc(=O)n2c3c(cccc13)CCC2
    -14 | 9 | -7 | -0.1 | 1 | 1 | 0 | -7 | 0.9
CCN1CCCCC(=N/O)/C(=N/O)CCCC1
    . | 5 | 10 | 2.2 | 4 | 0 | -6 | -27 | -1.5
O=c1c(Cc2ccc(F)cc2)c(O)ccn1CC1CCCO1 (centres undefined)
    -24 | -1 | -7 | 1.1 | -1 | -2 | 6 | 4 | 0.7
O=C1NCCCc2c1no[n+]2[O-]
    -1 | 0 | -6 | 1.2 | -2 | -3 | 3 | 1 | 0.0
CCOC(=O)c1cc2c(ccn2C)n1CC(=O)N(Cc1ccccc1)c1ccc(F)cc1
    -19 | -3 | -10 | 0.2 | -5 | 0 | 9 | 11 | -1.3
CCNc1ccc(P(=O)(c2ccccc2)c2ccccc2)cc1
    -8 | 1 | 10 | -0.6 | 5 | -1 | 1 | 5 | -0.5
CC(C)C1OC2c3cccc4cccc(c34)C2N1c1ccccc1 (centres undefined)
    3 | -2 | -12 | 0.9 | -1 | -1 | 5 | -3 | 0.4
Cc1cc2nc(-c3ccccn3)c(-c3ccccn3)nc2cc1C
    . | 9.3* | -23 | 1.1 | -4 | 6 | 6 | 4 | -0.3
CCn1c(O)c(/C=C/C=C/C=Nc2ccccc2)sc1=S
    -2 | -2 | -2 | 2.3 | -5 | -1 | 7 | -16 | -0.7
Nc1nc(-c2ccc(Br)cc2)cc(C(F)(F)F)n1
    -10 | 0 | 12 | 0.3 | 5 | 3 | 6 | -1 | -1.3
COc1ccccc1/C=C/C=N\N1CCN(Cc2ccccc2Cl)CC1
    4 | 4 | -17 | 0.9 | -5 | -3 | 1 | 2 | -0.1
Fc1nc(F)c(F)c(NCCCNc2c(F)c(F)nc(F)c2F)c1F
    -14 | 1 | 10 | 0.6 | 0 | 0 | 6 | 28* | 0.2
CNC(=S)NNC(=O)c1cccn(Cc2ccccc2)c1=O
    -14 | 2 | -11 | 0.2 | -1 | 2 | 5 | -2 | 4.0
CC1=Nc2cc(C(=O)NCCCOC(C)C)ccc2Sc2ccccc21
    -15 | 2 | 6 | -0.1 | 0 | 1 | 4 | -1 | -0.3
O=C(O)CCc1ccc(-c2ccc(Cl)cc2)n1CCC(=O)O
    -19 | 0 | -5 | 1.1 | -7[fluorescence artefact?] | -2 | -1 | 24 | 1.1
CCOC(=O)/C(C#N)=C/c1cc2ccccc2nc1N1CCCCC1
    -16 | 2 | -1 | -0.6 | -1 | 0 | 2 | 5 | -0.4

Assay outcomes deposited in PubChem by several laboratories.
